# Assay outcomes deposited in PubChem by National Center for Advancing Translational Sciences (NCATS).
# ASM inhibitor: Inhibitors of Secretory Acid Sphingomyelinase (S-ASM): qHTS | 0.006% of 340,000 active | Potency, µM (doses to about 57.5 µM), without a hit: at the highest dose activity change, negative = inhibition, hits mostly inhibitors | Sphingomyelin phosphodiesterase (Homo sapiens), P17405 | placental ASM, HMU-PC fluorogenic substrate, 60 min | AID 504937, 2011; further: potency means the concentration at half of the fitted maximal effect
#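 qHTS format. ASM enzyme prepared from human placenta hydrolyses the fluorogenic substrate HMU-PC0 (9 uM final) over 60 min at 37 °C after a 10 min compound preincubation.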
# BRCA1 expr act: qHTS Assay to Identify Small Molecule Activators of BRCA1 Expression. MCF7-BRCA1-FFLuc reporter, luminescence, 48 h; response scale: scaled: vehicle 0%, 10 µM genistein 100%. Potency, µM (highest dose often 46.1 µM), without a hit: top-dose activation, hits mostly activators. 1.1% of 380,000 active. AID 624202, 2012; further: potency means the concentration at half of the fitted maximal effect; nearly all actives have a fitted effect of over 80% in size; some results filed as inactive show a strong effect at the top dose
#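 Compounds are tested at multiple concentrations on MCF7 BRCA1-luciferase reporter cells seeded at 2000 per well; after 48 h, a single luminescence end-point is taken and curves fitted to the normalized data.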
# TRPV1 ag: HTS Assay for Compounds that Act as Agonists of the Vanilloid Receptor 1; activation, % at 8.33 µM; 0.19% of 320,000 active; TRPV1-expressing cells, Fluo-8 calcium influx, agonist mode; Transient receptor potential cation channel subfamily V member 1 (Homo sapiens), Q8NER1; AID 540275, 2011; in the data active means activation above about 80%; inconclusive means between about 30% and that limit; further: 0% is about no effect
#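 TRPV1-expressing cells were cultured overnight at 35.5C and loaded with Fluo-8 calcium dye for 40 to 90 min at room temperature. After a 10 s baseline, compound was added and calcium influx was read kinetically for 3 min (ex 480/em 520 nm).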
# Integrin act MD: qHTS for Activators of Integrin-Mediated Alleviation for Muscular Dystrophy; alpha7betagal myoblasts, beta-gal FDG fluorescence, 48 h; Potency, µM (highest dose often 38.3 µM), without a hit: at the top dose activation, most hits filed as activators; 0.064% of 350,000 active; AID 624291, 2012;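 further: potency means the concentration at half of the fitted maximal effect; 100% = response of the positive control SU9516; nearly all actives have a fitted effect of over 60% in size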
#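 alpha7betagal+/- myoblasts (passage 13, 250/well) treated 48 h at 37C with compounds at 1:260 dilution of DMSO stock. Lysed, then beta-galactosidase activity read as FDG fluorescence (ex 480/em 540) after 30 min, with pre-read for autofluorescence.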
# uPA generation: qHTS for Inhibitors of Cell Surface uPA Generation | Potency, µM (top dose mostly 38.3 µM), for the others: at the top dose activity change, negative = inhibition, most hits filed as inhibitors | cell surface uPA generation assay, qHTS | 0.31% of 330,000 active; active means well fitted inhibition curve with a large enough effect; inconclusive means small, poorly fitted or top-dose-only effect; inactive means no such curve, though single readings can be large or run the other way; tested in mouse RAW 264.7 cells; further: potency means the concentration at half of the fitted maximal effect; on the % scale 0 is the no-effect control and ±100 the full control effect; nearly all actives have a fitted effect of over 55% in size
# USP2a inh: qHTS Assay for Inhibitors of Ubiquitin-specific Protease USP2a Using CHOP2 as the Reporter | Ubiquitin carboxyl-terminal hydrolase 2 (Homo sapiens), O75604 | Potency, µM (titrated, usually from 38.3 µM), inactives show at the top dose activity change, negative = inhibition, hits mostly inhibitors | 0.01% of 330,000 active | AID 463254, 2010 | USP2 core, Ub-CHOP2 coupled fluorogenic reporter, 485/531;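 further: potency means the concentration at half of the fitted maximal effect; plate controls were DMSO wells for no effect and full inhibition by NEM control for full effect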
# Target sequence (O75604 whole entry, looked up): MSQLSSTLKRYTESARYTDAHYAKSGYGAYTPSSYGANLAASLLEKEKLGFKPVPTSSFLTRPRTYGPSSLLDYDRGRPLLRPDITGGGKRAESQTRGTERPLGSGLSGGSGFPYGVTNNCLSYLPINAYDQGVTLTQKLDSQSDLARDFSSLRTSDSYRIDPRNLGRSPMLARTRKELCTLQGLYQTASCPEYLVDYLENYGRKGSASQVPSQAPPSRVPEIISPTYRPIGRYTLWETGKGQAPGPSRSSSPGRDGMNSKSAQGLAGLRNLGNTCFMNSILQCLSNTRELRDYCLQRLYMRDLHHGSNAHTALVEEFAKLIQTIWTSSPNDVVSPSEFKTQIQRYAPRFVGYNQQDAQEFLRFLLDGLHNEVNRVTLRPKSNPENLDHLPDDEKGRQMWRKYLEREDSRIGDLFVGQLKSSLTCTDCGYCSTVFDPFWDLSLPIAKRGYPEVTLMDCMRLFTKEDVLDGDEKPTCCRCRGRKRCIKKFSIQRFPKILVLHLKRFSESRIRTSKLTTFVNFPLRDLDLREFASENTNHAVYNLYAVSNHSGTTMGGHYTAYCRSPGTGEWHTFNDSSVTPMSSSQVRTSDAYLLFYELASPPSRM
#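 Deubiquitinase activity read as fluorescence (485/531 nm) after Ub-CHOP2 cleavage activates the enterokinase reporter on its substrate; USP2 core 10nM, Ub-CHOP2 and substrate 25nM each, 30min compound preincubation then 60min RT; data normalized to NEM, curves fitted.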
# B2AR arrestin: qHTS assay of beta-arrestin-biased ligands of beta2-adrenergic receptor; beta-arrestin recruitment to beta2AR, cell-based reporter; Potency, µM (series often up to 46.1 µM), for the others: top-dose activation, usual class: activators; 0.02% of 330,000 active;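 further: potency means the concentration at half of the fitted maximal effect; 0% = DMSO controls and full agonism = EC100 isoproterenol or metaproterenol; nearly all actives have a fitted effect of over 65% in size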
# Target sequence (P07550 whole entry, looked up): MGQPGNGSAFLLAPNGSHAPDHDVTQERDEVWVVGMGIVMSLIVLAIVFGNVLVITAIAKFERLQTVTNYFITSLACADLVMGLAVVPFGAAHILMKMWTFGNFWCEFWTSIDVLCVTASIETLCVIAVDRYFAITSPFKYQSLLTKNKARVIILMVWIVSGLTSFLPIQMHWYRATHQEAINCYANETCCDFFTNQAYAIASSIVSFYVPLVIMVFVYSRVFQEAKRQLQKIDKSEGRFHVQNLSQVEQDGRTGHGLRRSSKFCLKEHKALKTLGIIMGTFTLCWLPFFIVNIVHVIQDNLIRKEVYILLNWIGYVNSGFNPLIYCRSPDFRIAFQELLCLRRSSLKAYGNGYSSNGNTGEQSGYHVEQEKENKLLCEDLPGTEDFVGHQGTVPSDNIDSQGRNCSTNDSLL
# ELG1 genotoxic: qHTS screen for small molecules that induce genotoxicity in human embryonic kidney (HEK293T) cells expressing luciferase-tagged ELG1; Potency, µM (highest dose often 46 µM), for inactives: top-dose activity change, positive = activation, actives largely listed as activators; HEK293T ELG1-luciferase reporter, luminescence, 16 h; AID 504466, 2011; 1.3% of 330,000 active; further: potency means the concentration at half of the fitted maximal effect; % of control where 0% means no effect; nearly all actives have a fitted effect of over 60% in size
#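 ELG1-luciferase HEK293T cells, 2,000/well; compound pinned in; 16 hr, 37 °C, 5% CO2; ONE-Glo, 30 min RT; luminescence on CCD imager.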
# p53 reactivation: qHTS assay for re-activators of p53 using a Luc reporter; H1299 p53-A138V BP100-luciferase reporter, luminescence, 24 h; Potency, µM (top dose mostly 92.2 µM), for the others: at the top dose activity change, positive = activation, hits mostly activators; 0.063% of 320,000 active; AID 504706, 2011; further: potency means the concentration at half of the fitted maximal effect; % of control where 0% means no effect; nearly all actives have a fitted effect of over 45% in size
#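 p53-null H1299 cells stably carrying temperature-sensitive p53-A138V and a BP100-luciferase reporter were pinned with compounds (4-point, 1:5 series) and held 24 hrs at 37 deg C. Luminescence was read 10 min after detection reagent.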
# Eya2 phos inh: qHTS Assay for Inhibitors of the Phosphatase Activity of Eya2. Protein phosphatase EYA2 (Homo sapiens), O00167. recombinant Eya2, OMFP fluorescence dephosphorylation (OMFP is methylfluorescein phosphate). Potency, µM (top dose mostly 76.9 µM), for the others: at the highest dose activity, negative = inhibition, hits mostly inhibitors. 0.006% of 330,000 active; further: potency means the concentration at half of the fitted maximal effect; on the % scale 0 is the no-effect control and ±100 the full control effect
#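 Eya2 protein (added as 0.2 uM solution) was preincubated with compound for 10 min at ambient temperature in 50 mM HEPES pH 7.5, 50 mM NaCl, 5 uM MgCl2, 0.05% BSA, 1 mM DTT. OMFP (added at 50 uM) then reacted 10 min; fluorescence read at 485/525 nm.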
# TSG101-PTAP inh: qHTS Assay for Iinhibitors of HIV-1 Budding by Blocking the Interaction of PTAP/TSG101; Tumor susceptibility gene 101 protein (Homo sapiens), Q99816; Fluorescence polarization, FITC-PTAP peptide / Tsg101 binding; Potency, µM (titrated, usually from 115 µM), inactives show at the top dose activity change, negative = inhibition, actives largely listed as inhibitors; 340,000 tested, under 10 active; AID 493005, 2010; active means well fitted inhibition curve with a large enough effect in the main read-out, with a control signal flat, not every such curve was filed as active; inconclusive means small, poorly fitted or top-dose-only effect, or effect the other way, or a change in a side signal; inactive means no such curve, though single readings can be large or run the other way; further: potency means the concentration at half of the fitted maximal effect; % of control where 0% means no effect
#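 Fluorescence polarization binding of Tsg101 binding domain (10 uM final) to FITC-labeled PTAP peptide (50 nM final) in HEPES pH 7.5 buffer with NaCl, Tween 20, EDTA, TCEP. Compounds added before peptide; binding 20 min at RT.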
# An asterisk follows results filed as active; ? = inconclusive; / = no result given; & = joins results of further samples; [ ] = dose if it differs, or a comment. Unless noted, the call rests on the fitted dose curve; in most records, active means well fitted curve in the direction sought with a large enough effect; inconclusive means small, poorly fitted or top-dose-only effect, or another doubt; inactive means no such curve, though single readings can be large; an effect the other way counts as inactive or inconclusive.
1	CC1Cc2ccccc2N1S(=O)(=O)c1cccc(C(=O)OCC(=O)NCc2ccco2)c1 (configuration not stated)
2	CC(C)CCN1CCN(Cc2ccc(Sc3nncn3C)o2)CC1CCO (configuration not stated)
3	O=c1c2ccccc2oc2ccc(-c3ccc4[nH]ccc4c3)cc12
4	CC1CN(C(=O)/C(=C/c2ccco2)NC(=O)c2ccccc2)CC(C)O1 (configuration not stated)
5	CC1CCCCN1S(=O)(=O)c1ccc(S(=O)(=O)N2CCCC2)cc1 (configuration not stated)
6	Cc1[nH]n(-c2ccccc2)c(=O)c1C(=O)c1ccc([N+](=O)[O-])cc1
7	COc1ccccc1OCCn1c(=O)oc2ccc(C)cc21
8	CCn1nc(C)c(CNC(=O)CCc2nnc(-c3ccc(C(C)=O)s3)o2)c1C

assay / entry	1	2	3	4	5	6	7	8
ASM inhibitor	-1%	5%	-9%	1%	1%	-1%	5%	0%
BRCA1 expr act	15%	-13%	-21%	1%	-23%	0%	-30%	0%
TRPV1 ag	22	-10	/	-1	11	-1	7	-5
Integrin act MD	-17%	18%	-7%	-20%	14%	-12%	-2%	11%
uPA generation	0%	3%	-27%	-6%	1%	-2%	-2%	1%
USP2a inh	0%	3%	/	2%	2%	5%	-5%	1%
B2AR arrestin	0.0%	-1.2%	/	0.2%	-0.3%	-0.9%	0.4%	-0.6%
ELG1 genotoxic	1%	1%	/	6%	-6%	-9%	-2%	-5%
p53 reactivation	4%	2%	/	2%	-3%	1%	-4%	0%
Eya2 phos inh	0%	3%	/	15%	20%	2%	-5%	-9%
TSG101-PTAP inh	0%	-4%	-3%	1%	-8%	-9%	-1%	0%

9	c1cncc(-c2ccc3ncnc(NCc4cccs4)c3c2)c1
10	COc1cccc(NC(=S)N2CCCN(Cc3ccc(F)cc3)C2)c1
11	CSc1cccc(NC(=O)CSc2ccc(C)cc2)c1
12	CCc1ccc(CN(C)CC(=O)Nc2ccccc2[N+](=O)[O-])cc1
13	CCOc1ccccc1CN1CCN(S(=O)(=O)CC)CC1
14	CC(=O)N1c2ccc(S(=O)(=O)NCCC(=O)NCc3ccc(N(C)C)cc3)cc2CC1C (configuration not stated)
15	O=C(CCC(=O)OCCCC(F)(F)C(F)(F)F)Nc1ccc(Cl)cc1Cl
16	O=C(Nc1ccc(Br)cc1)C1CC(O)CN1C(=O)OCc1ccccc1 (configuration not stated)

assay / entry	9	10	11	12	13	14	15	16
ASM inhibitor	3%	2%	-3%	-3%	1%	2%	-4%	-3%[11.5 µM]
BRCA1 expr act	-57%	-1%	9%	-7%	-9%	-9%	-32%	-15%
TRPV1 ag	/	-8	?	26	-3	-1	3	-2
Integrin act MD	/	27%	-15%	-14%	-10%	16%	1%	18%
uPA generation	-14%	5%	1%	10%	-3%	-2%	-5%	2%
USP2a inh	3%&-1%	1%	3%	1%	0%	2%	-1%	3%
B2AR arrestin	-0.1%&0.5%	0.1%	0.1%	-0.4%	0.0%	-0.8%	-0.2%	-0.7%
ELG1 genotoxic	5%	?	8%	-1%	0%	1%[9.26 µM]	1%	-2%
p53 reactivation	1%	0%	5%	-3%	-1%	13%	-2%	-3%
Eya2 phos inh	3%&14%	-12%	11%	-5%	-3%	4%	-1%	-6%
TSG101-PTAP inh	-4%	-5%	-1%	-9%	-13%	-9%	-5%	0%

17	CC1CN(Cc2ccccc2)c2nc3c(c(=O)[nH]c(=O)n3C)n2C1 (configuration not stated)
18	CC(C)C1Oc2cc3oc(=O)ccc3cc2C1=O (configuration not stated)
19	C=CCN1C(=O)C(O)(CC(=O)c2ccc(OC)cc2OC)c2cc(Br)ccc21 (configuration not stated)
20	CCOc1ccc(Nc2cc(=O)n(C)c(=O)n2C)cc1
21	CCSc1ccccc1-c1nc(-c2ccncc2)no1
22	CS(=O)(=O)N(CC(=O)Nc1ccc(F)cc1F)C1CCCCC1
23	CCCC(=O)C1C(=O)CC(C)(C)C(c2cc(C)no2)C1=O (configuration not stated)
24	COCCOC(=O)C1=C(C)NC(=O)NC1c1ccc(OC(=O)c2ccco2)c(OC)c1 (configuration not stated)

assay / entry	17	18	19	20	21	22	23	24
ASM inhibitor	-1%	57%[activator]	-7%	4%	2%	3%	-6%	3%
BRCA1 expr act	-37%	2%	-24%	-13%	40%	0%	-14%	-7%
TRPV1 ag	-2	1	2	-2	13	-3	-2	1
Integrin act MD	7%	16%	-14%	7%	0%	-1%	10%	6%
uPA generation	-7%	-4%	-6%	-5%	3%	4%	2%	2%
USP2a inh	0%	1%	4%	0%	-12%	-3%	2%	-2%
B2AR arrestin	0.3%	-0.2%	-0.2%	0.2%	0.0%	-0.8%	0.0%	-0.2%
ELG1 genotoxic	3%	2%	-4%	1%	19%	-1%	2%	?
p53 reactivation	-4%	7%	-6%	14%	/	6%	-2%	5%
Eya2 phos inh	-26%	-2%	-23%	13%	-4%	8%	6%	11%
TSG101-PTAP inh	-2%	-10%	-8%	-3%	1%	0%	-3%	1%

25	Cc1cccc(C(=O)N2CCCCCC2)c1[N+](=O)[O-]
26	COCC(=O)N(c1ccccc1)C(C)C(=O)OC (configuration not stated)
27	O=C(Nc1ccc2c(c1)OCO2)C1CCCN1C(=O)Nc1ccccc1 (configuration not stated)
28	Cc1cc(=O)n(CCc2ccccc2)c(O)c1C#N
29	N#Cc1cccc(NC(=O)CCN2C(=O)C3CCCCC3C2=O)c1 (configuration not stated)
30	Cc1ccc(CC(=O)CCc2ccccc2)cc1
31	CC1CCN(C(=O)CSc2ccc(-c3ccccc3)nn2)CC1
32	CCOC(=O)c1c(C)n(S(=O)(=O)c2ccc(C)cc2)c2ccc(O)c(C(=O)O)c12
33	C/C(CCN1CCCCc2nc(C)c(C)cc21)=N\OC[C@@H](O)[C@H]1O[C@@H]2OC(C)(C)O[C@@H]2[C@H]1O

assay / entry	25	26	27	28	29	30	31	32	33
ASM inhibitor	2%	0%	-1%	1%	2%	1%	-4%	9%	/
BRCA1 expr act	-8%	-10%	-8%	30%	0%	17%	5%	2%	/
TRPV1 ag	3	0	0	-1	/	20	?	0	-1
Integrin act MD	20%	-51%[inhibitor]	-2%	-5%	27%	-8%	-19%	12%	/
uPA generation	4%	4%	4%	5%	2%	-1%	-1%	0%	/
USP2a inh	1%	3%	2%	0%	0%	0%	0%	-3%	2%
B2AR arrestin	0.1%	0.2%	-0.3%	-0.6%	0.1%	0.3%	-0.1%	0.2%	-0.2%
ELG1 genotoxic	-8%	1%	3%	3%	2%	7%	-8%	4%	1%
p53 reactivation	-2%	3%	7%	?	-2%	?	-2%	2%	-1%
Eya2 phos inh	-26%	-3%	0%	4%	12%	-7%	-6%	1%	2%
TSG101-PTAP inh	0%	2%	0%	-3%	-3%	0%	1%	-12%	/

# 3 entries picked at random from the list so far:
29	N#Cc1cccc(NC(=O)CCN2C(=O)C3CCCCC3C2=O)c1 (configuration not stated)
32	CCOC(=O)c1c(C)n(S(=O)(=O)c2ccc(C)cc2)c2ccc(O)c(C(=O)O)c12
30	Cc1ccc(CC(=O)CCc2ccccc2)cc1

assay / entry	29	32	30
ASM inhibitor	2%	9%	1%
BRCA1 expr act	0%	2%	17%
TRPV1 ag	/	0	20
Integrin act MD	27%	12%	-8%
uPA generation	2%	0%	-1%
USP2a inh	0%	-3%	0%
B2AR arrestin	0.1%	0.2%	0.3%
ELG1 genotoxic	2%	4%	7%
p53 reactivation	-2%	2%	?
Eya2 phos inh	12%	1%	-7%
TSG101-PTAP inh	-3%	-12%	0%
